# Screening results from PubChem.
# M. tuberculosis GlmU: inhibition of mycobacterial GlmU enzyme – biochemical, glucosamine-1-phosphate acetyltransferase (AID 1376); M. tuberculosis GlmU acetyltransferase enzyme assay; higher % means a stronger effect; one-dose inhibition, %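 (tested at 30 µM in the primary screen)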; IC50 in µM for titrated hits; 220,000 compounds, 0.25% hits; in the data active means inhibition above about 13%; inconclusive means no clear call, values can overlap the other calls;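 further: 0% = complete reaction with vehicle and 100% = reaction without substrate; strong numbers were not always called active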
# RmlCD inh 1536: M. tuberculosis RmlC/RmlD coupled enzyme inhibitors, primary screen, biochemical, compound mixtures, 384-well, from 1536-well plates | dTDP-4-dehydrorhamnose reductase (Mycobacterium tuberculosis (strain ATCC 25618 / H37Rv)) … | RmlC+RmlD coupled enzyme assay, percent inhibition; primary screen in compound mixtures | inhibition, % at 3.6 µM | 160,000 compounds, 0.03% hits | AID 1533, 2009; in the data active means inhibition mostly above about 34%, no sharp cut-off; inconclusive means no clear call, values can overlap the other calls; inactive means mostly below about 22%; further: some results filed as inactive read as strong as hits
# Target sequence (P9WH09 whole entry, looked up): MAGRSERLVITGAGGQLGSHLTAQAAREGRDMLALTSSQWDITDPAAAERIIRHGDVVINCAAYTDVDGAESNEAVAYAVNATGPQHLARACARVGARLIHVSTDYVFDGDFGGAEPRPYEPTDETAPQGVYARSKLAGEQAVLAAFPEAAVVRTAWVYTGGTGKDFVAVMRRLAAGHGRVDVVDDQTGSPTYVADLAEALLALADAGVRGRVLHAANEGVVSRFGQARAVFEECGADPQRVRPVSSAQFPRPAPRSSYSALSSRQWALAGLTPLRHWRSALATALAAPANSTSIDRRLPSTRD
# Target sequence (P9WH11 whole entry, looked up): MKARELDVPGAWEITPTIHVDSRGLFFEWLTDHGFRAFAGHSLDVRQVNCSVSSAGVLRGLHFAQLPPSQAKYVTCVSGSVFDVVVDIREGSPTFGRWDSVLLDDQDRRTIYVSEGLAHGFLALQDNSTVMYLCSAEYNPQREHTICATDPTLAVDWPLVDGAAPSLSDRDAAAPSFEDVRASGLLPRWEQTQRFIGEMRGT
# An asterisk follows results filed as active; ? = inconclusive; nt = no result given. A portion of the library, so the mix of outcomes need not match the whole.
# The first five entries as a preview:
SMILES,M. tuberculosis GlmU,RmlCD inh 1536
CCOc1ccc(Br)cc1S(=O)(=O)Nc1ccc(Cl)c(S(=O)(=O)N(C)C)c1,-0.5%,5
Cc1cccc(-c2noc(CCC(=O)NCc3ccco3)n2)c1,0.1%,11
CC(c1ccccc1)n1cc(C(=O)NCc2ccccn2)nn1 (stereo not drawn),4.3%,50
Cc1ccc2nc(NCc3ccccc3)c(C=NCc3cccnc3)c(=O)n2c1,-4.2%,nt
CC(CN1CCCCC1)OC(=O)c1ccc2c(c1)OCO2 (stereo not drawn),-3.8%,10

# This part in full, repeating the preview:
SMILES,M. tuberculosis GlmU,RmlCD inh 1536
CCOc1ccc(Br)cc1S(=O)(=O)Nc1ccc(Cl)c(S(=O)(=O)N(C)C)c1,-0.5%,5
Cc1cccc(-c2noc(CCC(=O)NCc3ccco3)n2)c1,0.1%,11
CC(c1ccccc1)n1cc(C(=O)NCc2ccccn2)nn1 (stereo not drawn),4.3%,50
Cc1ccc2nc(NCc3ccccc3)c(C=NCc3cccnc3)c(=O)n2c1,-4.2%,nt
CC(CN1CCCCC1)OC(=O)c1ccc2c(c1)OCO2 (stereo not drawn),-3.8%,10
C#CCOCCOCCOCCNc1nc(N2CCOCC2)nc(N2CCN(C(=O)[C@H]([C@@H](C)O)n3cc(CCCCN)nn3)CC2)n1,-4.3%,nt
OC1CCCN(Cc2cccc3ccccc23)C1 (stereo not drawn),2.2%,-3
COC(=O)c1c(NC(=O)/C=C/C(=O)O)sc(C)c1-c1ccc(C)cc1,-4.7%,-1
COCCCNc1nc2c(c(=O)n(C)c(=O)n2C)n1Cc1cccc(OC)c1,1.3%,-1
CC(=O)Nc1c2c3c(cccc3n(C)c1=O)C(=O)c1ccccc1-2,1.8%,0
O=C(COC(=O)c1cccnc1Cl)c1ccccc1,-2.1%,nt
COc1ccc(CSCC(=O)N/N=C/c2ccccc2O)cc1,-2.7%,4
CN1CCN(C(=S)NC(=O)c2ccc(C(C)(C)C)cc2)CC1,0.7%,-18
O=[N+]([O-])c1cnc2ccccn12,-3.5%,7
O=C(COC(=O)c1cccnc1Cl)c1ccc2c(c1)OCCO2,0.8%,nt
COc1ccc(CCNCC(=O)Nc2ccc(C)c(S(=O)(=O)N(C)C)c2)cc1OC,3.2%,-15
O=C(COC(=O)c1cccc(F)c1)Nc1cccnc1Cl,3.1%,1
CC(C)(C)c1ccc(C(=O)N2CCC(C(=O)NCc3ccncc3)CC2)cc1,5.6%,22
CC(=O)OCP(C)(=O)COC(C)=O,-8.8%,nt
CC(C)(C)NC(=O)/C=C/c1ccc(C(F)(F)F)cc1,1.3%,-9

# Taken from above.
# M. tuberculosis GlmU result of `CC(=O)OCP(C)(=O)COC(C)=O` stands at -8.8%
# M. tuberculosis GlmU result of `CC(c1ccccc1)n1cc(C(=O)NCc2ccccn2)nn1` (stereo not drawn) stands at 4.3%
# RmlCD inh 1536 result of `COc1ccc(CSCC(=O)N/N=C/c2ccccc2O)cc1` stands at 4
# RmlCD inh 1536 result of `CC(CN1CCCCC1)OC(=O)c1ccc2c(c1)OCO2` (stereo not drawn) stands at 10

# Other entries follow.
SMILES,M. tuberculosis GlmU,RmlCD inh 1536
Cc1ccc(S(=O)(=O)N2CCN(C(=O)COC(=O)COc3ccccc3)CC2)cc1,-0.8%,3
Cc1cc(C)n(-c2cc(Cl)ccc2[N+](=O)[O-])n1,8.3%,6
CS(=O)(=O)N1CCN(C(=O)c2ccncc2)CC1,-1.4%,nt
CCCCCCCCCOC(=O)C[n+]1csc(CCO)c1C,-1.6%,-4
CCCN(CCC)c1nc2ccccc2nc1C(C#N)C(=O)OCCOC (stereo not drawn),-4.5%,9
CCCCC(CCC(=O)Nc1nccs1)C(=O)O (stereo not drawn),5.3%,nt
COc1ccc(C(C)N2CC34C=CC(O3)C(C(=O)OCC(C)C)C4C2=O)cc1 (stereo not drawn),1.6%,nt
CC(N=Cc1cccc(O)c1O)c1ccccc1 (stereo not drawn),-1.3%,1
CCOc1ccc(/C=N/NC(=O)c2cc(-c3ccco3)nc3ccccc23)cc1,-3.9%,10
O=C(COc1ccccc1[N+](=O)[O-])Nc1ccccc1N1CCCC1,1.0%,nt
CCn1ccnc1[C@@H]1C[C@H]2CN(Cc3ccccc3OC)C(=O)[C@]23CCCN13,1.5%,2
CC(CCc1ccccc1)NC(=O)CN1C(=O)NC2(CCCCC2)C1=O (stereo not drawn),-7.9%,1
COc1ccc(CCNC(=O)CCS(=O)(=O)c2ccc(C)cc2)cc1OC,6.8%,10
Cc1cccc(NC(=O)Cc2nnc(NC(=O)Nc3ccccc3F)s2)c1,0.1%,-3
COc1cccc(CSc2nnnn2-c2ccc(O)cc2)c1,0.1%,12
COc1ccc(-c2[nH]ncc2CN(C)CCN2CCOCC2)cc1F,-2.4%,nt
COc1ccc(-c2noc(CCC(=O)NCCCN3CCC(Cc4ccccc4)CC3)n2)cc1,-7.2%,13
O=C(O)C1CC(=O)N(CCc2ccccc2)C1 (stereo not drawn),2.0%,nt
Cc1cc(=O)n2nc(N3CCCC(C(=O)N4CCOCC4)C3)sc2n1 (stereo not drawn),-2.1%,-5
CC(C)N1CCC(N2CCN(Cc3cc(F)ccc3-n3cccn3)CC2CCO)CC1 (stereo not drawn),0.2%,-3
C/C(=N\NC(=O)c1cc(-c2ccccn2)nc2ccccc12)c1cccc([N+](=O)[O-])c1,2.3%,-4
CC(C)(O)c1ccc2c(c1)CCC1C(C)(C(=O)O)CCCC21C (stereo not drawn),0.4%,nt
Cc1ccc(NC(=O)CSc2nnc(COc3ccc(C#N)cc3)n2-c2ccccc2)cc1C,0.8%,104
O=C(C1CCN(S(=O)(=O)c2cccc3nsnc23)CC1)N1CCCc2ccccc21,-3.2%,41
Cc1c(C(=O)NCCN2C(=O)S/C(=C\c3cccs3)C2=O)cccc1[N+](=O)[O-],-2.2%,nt
CCN1C(=O)CC2(C[N+]3(C)CCC2CC3)C1=O (stereo not drawn),-0.7%,nt
COc1cccc(NS(=O)(=O)c2ccc(S(=O)(=O)N3CCOCC3)cc2)c1,-0.3%,nt
O=[N+]([O-])c1ccc(N2CCN(CCO)CC2)c2ncccc12,-1.2%,7
CCN1C(=O)N/C(=C/c2ccc(C)o2)C1=O,2.4%,nt
COc1ccccc1N1C(=O)C2C3CC(c4ccccc4)C(C3)C2C1=O (stereo not drawn),0.5%,26
O=C(Nc1cccc(-c2nc3ncccc3o2)c1)c1ccco1,1.8%,8
COCCN(Cc1cc2cc(C)c(C)cc2nc1Cl)C(=O)N1CCOCC1,1.1%,nt
O=C(N/N=C/c1cccn1-c1ccc([N+](=O)[O-])cc1)C(O)c1ccccc1 (stereo not drawn),2.8%,nt
CN(C)c1nc2n(c(=O)n1)CCO2,2.2%,4
Fc1ccccc1NC(=S)Nc1cccc2cnccc12,10%,-7
C/C(=N/N1CCN(c2ccccn2)CC1)c1cccc([N+](=O)[O-])c1,1.6%,-10
CCCCc1nc(SCC(=O)Nc2ccc(S(N)(=O)=O)cc2)n[nH]1,-0.1%,9
O=[N+]([O-])c1cccc2ccc(/C=C/c3cccc(Br)c3)nc12,-1.5%,nt
CC1CC(C)CN(c2ncc3c(n2)CC(c2ccccc2Cl)CC3=O)C1 (stereo not drawn),-0.3%,0
CN(C)/C=C/C(=O)c1cccc(Cl)c1,0.0%,-9

# One compound at a time (already shown):
# Listed for COCCN(Cc1cc2cc(C)c(C)cc2nc1Cl)C(=O)N1CCOCC1 : M. tuberculosis GlmU: 1.1%; RmlCD inh 1536: nt
# Listed for COc1cccc(NS(=O)(=O)c2ccc(S(=O)(=O)N3CCOCC3)cc2)c1 : M. tuberculosis GlmU: -0.3%; RmlCD inh 1536: nt
# Listed for CCN1C(=O)N/C(=C/c2ccc(C)o2)C1=O : M. tuberculosis GlmU: 2.4%; RmlCD inh 1536: nt

# Going on with the list:
SMILES,M. tuberculosis GlmU,RmlCD inh 1536
Cc1nc(N2CCN(C)CC2)c2c(C)c(C(=O)Nc3ccc(F)cc3)sc2n1,-3.1%,-4
c1ccc(CSc2nnc(-c3ccco3)n2Cc2ccccc2)cc1,4.0%,-16
CCCCC(=Nc1ccccc1OC)C1=C(O)CC(c2ccccc2)CC1=O (stereo not drawn),3.5%,-40
O=C(c1ccc2nc(N3CCOCC3)sc2c1)N1CCC(Cc2ccccc2)CC1,-1.4%,-3
Cn1c(C(=O)N2CCN(c3ncccn3)CC2)cc2c(=O)n(C)c3ccccc3c21,2.0%,6
CCOC(=O)C(C)Oc1cccc2c(=O)n(CC(=O)NCc3ccccc3)ccc12 (stereo not drawn),5.1%,-5
COc1ccc(-c2nnc(SCC(=O)N3CCOCC3)n2C)cc1OC,1.5%,5
Cc1ccc(/C(N)=N/OC(=O)c2ccc(C)cc2Cl)cc1,6.6%,3
CCC1CCCCN1CCNC(=O)CCS(=O)(=O)c1ccc(Br)cc1 (stereo not drawn),0.5%,8
O=C(N/N=C/c1cccnc1)C(O)c1ccccc1 (stereo not drawn),-3.5%,7
Oc1ccc2ccccc2c1N=Nc1nccs1,4.0%,6
Cc1cc(/C=N/NC(N)=O)c(C)c(CO)c1,nt,7
CC1CC(C)CN(CCOc2ccc(Br)cc2)C1 (stereo not drawn),-5.4%,nt
CC(NC(=O)C1CC1)C(c1cccs1)N1CCN(c2ccccc2)CC1 (stereo not drawn),-6.4%,-9
COC(=O)C1=C(NC(=O)CCCCl)CCS1,-1.9%,8
CC(=O)c1ccc(N=Nc2ccc(N(C)C)cc2)cc1,0.3%,-11
Cc1ccc(S(=O)(=O)Nc2ccc(Cl)cc2)cc1NC(=O)c1cc2c(s1)CCCC2,-2.1%,?
Nc1cc([N+](=O)[O-])ccc1N1C(=O)CCCC1=O,2.1%,9
CCC(=O)Nc1cc(C(=O)OCC(=O)c2ccccc2Cl)ccc1C,5.2%,1
Cc1cccc(-n2c(CNC(=O)c3cccc([N+](=O)[O-])c3C)n[nH]c2=S)c1,-5.1%,40
COc1cc2c(cc1OC)C(=S)NC1(CCCC1)C2,-5.3%,nt
CN(C)c1ccc(/C=N/NC(=O)C(O)(c2ccccc2)c2ccccc2)o1,6.5%,-15
CCOC(=O)c1sc(=S)n(-c2ccc(C)cc2)c1N,-1.9%,5
CC(C)CNC(=S)NNC(=O)c1csc2ccccc12,2.2%,nt
Nc1nc(Nc2ccc(Cl)cc2)nc(NCCO)c1[N+](=O)[O-],-5.0%,7
CCc1nc2c(c(SC)nn2-c2ccccc2)c(N)c1C(=O)OC,-0.2%,-10
O=C(CCCCl)NC(=S)Nc1cc(C(F)(F)F)ccc1N1CCOCC1,1.4%,-1
Cc1cc(C)n(Cc2ccc(Cl)c(Cl)c2)c(=O)c1S(=O)(=O)c1ccccc1,nt,6
CCOC(=O)N/N=C/c1c(C)nn(-c2cccc(C(F)(F)F)c2)c1Cl,2.0%,-8
CCC(C)(C(=O)Nc1ccccc1C)N(C(=O)CNC(C)=O)c1ccccc1C (stereo not drawn),0.9%,nt
O=C(CSc1nnc(CNC(=O)c2ccccc2F)o1)NCC1CCCO1 (stereo not drawn),-1.0%,-4
Cc1cc(=O)[nH]c(SCC(=O)N2CCC(C(N)=O)CC2)n1,0.8%,nt
COC(=O)C1SCC2C(=O)N(Cc3ccc(Cl)c(Cl)c3)CC(=O)N21 (stereo not drawn),-6.7%,24
CCn1c(=O)c(=O)[nH]c2cc(C(=O)N3CCN(c4ccccc4F)CC3)ccc21,1.4%,11
CCOC(=O)c1nc(NCc2ccccc2F)c2ccccc2n1,-0.1%,-11
CCOC(=O)C1CC2CC(C1)CN(C(=O)C1CCCCC1)C2 (stereo not drawn),-7.3%,-4
CCc1ccc2c(c1)c1nc(C)sc1n2CC,-5.3%,12
CC(C)(C)c1cc2nc3c(c(=O)n2[nH]1)CN(Cc1ccccc1)C3=O,0.9%,nt
O=C1OC(c2ccc(Br)cc2)=N/C1=C\c1ccco1,-2.9%,61
CCOC(=O)c1nnn(CC(=O)Nc2cccc(F)c2)c1C(=O)OCC,1.3%,-12
CCCN(CCC)S(=O)(=O)c1cccc(-c2csc(C)n2)c1,-1.1%,-8
N#C/C(=C(/O)COC(=O)CSc1ccc(Cl)cc1)c1nc2ccccc2[nH]1,5.7%,3
O=C(COc1ccc(Cl)cc1Cl)NCCCCc1ccccc1,3.1%,4
CCOC(=O)CCN=Cc1c(O)n(-c2ccc(Br)cc2)c(=O)[nH]c1=O,-2.6%,nt
C=CCNC(=O)c1ccc(-n2cccc2)cc1,-3.3%,5
O=C(Nc1cnn(Cc2ccc(Cl)cc2Cl)c1)c1noc2c1CCCC2,7.4%,7
Cc1cc(OCC(=O)Nc2ccncc2)ccc1[N+](=O)[O-],0.5%,-9
CCNc1nc(N)nc(-c2cc(Cl)ccc2O)n1,-7.9%,-4
CN1CCCC1=Nc1c2c(nc3ccccc13)N(C)CC2,4.7%,7
COc1cc(/C=C/C(=O)c2ccc(Cl)s2)cc(OC)c1O,9.8%,-21
COc1ccccc1CN1CCN(C(CC(C)C)c2nnnn2Cc2cccs2)CC1 (stereo not drawn),0.7%,-4
Cn1c(-c2ccc(F)cc2)cnc1NCc1cc2c(cc1[N+](=O)[O-])OCO2,2.7%,-14
COc1cccc(NC(=S)NCCC(c2ccccc2)c2ccccc2)c1,1.7%,47
CCN(CC)CCn1c(=S)[nH]c2cc(C(=O)N3CC=C(c4ccccc4)CC3)ccc2c1=O,6.8%,-8
COc1ccc(-n2nnnc2/C(=C/N(C)C)C(=O)c2ccccc2)cc1,-2.7%,9
Cc1nnc(SCC(=O)Nc2ccc(Br)cn2)[nH]c1=O,1.1%,-9
CCC(C)c1nc2ccsc2c(N2CCOC2=O)c1-c1ccccc1 (stereo not drawn),-0.9%,nt
